TIM10 inh: growth inhibitors of isogenic TIM10 control yeast, primary screen, counter-screen for tim10-1 yeast inhibitor project, luminescence, uHTS | S. cerevisiae TIM10 strain growth, BacTiter-Glo luminescence, 24 h | inhibition, % at 10 µM | 1.4% of 330,000 active;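 active = inhibition of 40% or more at the single tested concentration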;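 also: wild-type TIM10 isogenic control strain grown at permissive 25 °C; 0% = DMSO yeast wells and 100% = minimal medium wells without yeast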
NLRP3 yeast inh: NALP3 inflammasome inhibitors in reconstituted yeast, primary screen, luminescence, uHTS | 0.39% of 330,000 active | Yeast reconstituted NLRP3/ASC/caspase-1, beta-gal luminescence, 24 h | AID 2825, 2010 | inhibition, % at 10 µM;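 active = inhibition of 50% or more; inactive = inhibition below 50%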;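 also: plate controls were induced DMSO wells for no effect and uninduced yeast grown without galactose for full effect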
mIAP block: inhibitors of mouse IAP, primary screen, biochemical, luminescence, uHTS; intestinal alkaline phosphatase [Mus musculus]; purified mouse IAP, CDP-Star luminescence, 30 min; inhibition, % at 10 µM; 0.2% of 330,000 active;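 active = inhibition of at least 40% at 10 µM in the primary screen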;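 also: plate controls were DMSO with enzyme for no effect and no enzyme wells for full effect; values of inactives mirror those of a sister screen read the other way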
tim10-1 inh: growth inhibitors of tim10-1 mutant yeast, primary screen, luminescence, uHTS | 2.2% of 330,000 active | S. cerevisiae tim10-1 ts strain growth, BacTiter-Glo, 24 h | inhibition, % at 20 µM | AID 463190, 2010;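 active = inhibition of at least 40%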;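 also: mutant grown at 25 °C; 0% = DMSO wells with yeast and 100% = wells holding no yeast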
mIAP activ: activators of mouse IAP, primary screen, biochemical, luminescence, uHTS; muIAP, CDP-Star luminescence, 30 min; hits give high values; 1 = vehicle-only enzyme signal, 0 = enzyme-free wells; activation factor at 10 µM; 0.24% of 330,000 active;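 active = activation factor of at least 2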; also: the source names both 10 and 20 µM as test concentration; values of inactives mirror those of a sister screen read the other way
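Assay system: mouse IAP enzyme / Compound: DMSO-dissolved test compounds / Timing: 30 min, room temperature / Measured by: luminescence from enzymatic CDP-Star hydrolysis / Control set: DMSO-only wells, enzyme-free buffer wells as negative control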
ATG4B inhibitor: ATG4B protease inhibitors, primary screen, biochemical, fluorescence, uHTS; ATG4B cleavage of LC3-PLA2, NBD-HPC fluorescence, 1 h; AID 504462, 2011; Cysteine protease ATG4B (Homo sapiens), Q9Y4P1; inhibition, % at 8.33 µM; 0.51% of 340,000 active; in the data active = inhibition above about 40%
hIAP activ: human IAP activators, primary screen, biochemical, luminescence, uHTS. 0.16% of 330,000 active. AID 2524, 2010. purified human IAP, CDP-Star luminescence, 30 min; hits give high values; 1 = vehicle-only enzyme, 0 = enzyme-free background. activation factor at 10 µM. Intestinal-type alkaline phosphatase (Homo sapiens), P09923;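 active = activation factor of the enzyme at least 2-fold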; also: the source names both 10 and 20 µM as test concentration; values of inactives mirror those of a sister screen read the other way
hIAP inh: human IAP inhibitors, primary screen, biochemical, luminescence, uHTS; Intestinal-type alkaline phosphatase (Homo sapiens), P09923; purified IAP, CDP-Star luminescence, 30 min; inhibition, % at 10 µM; 0.12% of 330,000 active;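 active = inhibition reaching a set limit with compound at 10 µM in the primary screen, cut at about 35% in these data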;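 also: plate controls were DMSO wells with enzyme for no effect and no-enzyme buffer wells for full effect; values of inactives mirror those of a sister screen read the other way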
Apaf-1 inh: inhibitors of human Apaf-1 apoptosome, primary screen, biochemical, DEVD-Rh110 fluorescence, uHTS; Apoptotic protease-activating factor 1 (Homo sapiens), O14727; reconstituted apoptosome caspase-3 activity; inhibition, % at 20 µM; 0.71% of 330,000 active; AID 489030, 2010; active = inhibition of at least 40% at 20 µM;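 also: plate controls were DMSO wells for no effect and DEVD-CHO caspase inhibitor wells for full effect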
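Medium: Hepes buffer, pH 7.5 / System: biochemical Apaf-1 apoptosome reconstitution / Measured by: Rh110 fluorescence, excitation 480 nm, emission 540 nm / Times: compound with Apaf-1, dATP, procaspase-3 30 min, then 50 min reaction, room temperature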
Active calls of the source: *; / = no result given.

Results follow in this order: TIM10 inh, NLRP3 yeast inh, mIAP block, tim10-1 inh, mIAP activ, ATG4B inhibitor, hIAP activ, hIAP inh, Apaf-1 inh
- O=S(=O)(NCc1cccnc1)c1cccs1
    7.7, 10.0, 0.1, 13.3, 0.999, 3.4, 0.992, 0.8, -19.9
- CCOC(=O)c1c(C)[nH]c(N=Nc2ccccc2C)c1C
    26.7, 22.9, 20.2, 35.3, 0.798, 2.6, 0.989, 1.1, 7.3
- OCC#CCSc1nnc(-c2ccncc2)o1
    7.6, -2.1, -1.2, 8.8, 1.01, 2.4, 0.818, 18.2, -3.3
- O=C(Oc1ccc(Cl)c2cccnc12)c1ccco1
    22.6, 17.9, 3.2, 26.6, 0.968, 14.4, 1.16, -15.6, -2.1
- CCNC(=O)COC(=O)c1ccc(NS(=O)(=O)c2ccc3c(c2)OCCO3)cc1
    -4.8, 14.4, -6.8, -2.1, 1.07, 1.1, 1.03, -3.4, -2.6
- O=C(O)c1ccc(NC(CSCc2ccccc2F)C(=O)O)c([N+](=O)[O-])c1 (centres undefined)
    2.4, 8.3, 4.3, 10.2, 0.957, 6.2, 0.887, 11.3, -7.8
- COc1ccc2c3n(nc2c1)CCN=C3c1cc(Cl)c(N)c(Cl)c1
    28.9, 9.7, 9.1, 42.0*, 0.909, -10.2, 1, -0.2, 16.3
- Cc1oc(-c2ccc(Cl)cc2)nc1CSCC(=O)NCCCN1CCOCC1
    3.3, -7.8, -8.7, 13.0, 1.09, -4.8, 1.06, -5.9, 5.2
- CCOC(=O)Cc1csc(NC(=O)COc2ccc(OC)cc2)n1
    -0.9, 27.6, 11.2, 1.8, 0.888, 2.8, 0.944, 5.6, 1.6
- COC(=O)c1c(NC(=O)CSc2nnc(Cn3nnc4ccccc43)n2C)sc(C)c1C
    8.4, -3.1, 0.9, 10.2, 0.991, -12.3, 1.07, -6.6, -13.6
- O=S(=O)(Cc1ccc(Cl)cc1)N1CCN(Cc2ccc3c(c2)OCO3)CC1
    -24.4, 25.7, -7.9, -3.9, 1.08, 1.9, 1.23, -23.0, -5.3
- COc1cccc(NC(=O)C(C)Oc2ccccc2)c1 (centres undefined)
    4.9, 5.1, 0.3, 17.9, 0.997, -8.2, 0.914, 8.6, -0.8
- N#Cc1nc(COc2ccccc2)oc1N1CCCCCC1
    75.3*, 51.5*, 0.9, 18.4, 0.991, -4.7, 1.02, -1.8, 12.8
- CC[C@@]1(C(=O)OC)N[C@H](CN(C)C(=O)Nc2ccc(C(F)(F)F)cc2)[C@@H]2C(=O)N(Cc3ccccc3)C(=O)[C@@H]21
    -0.4, 7.5, 8.1, -6.0, 0.919, 2.9, 0.957, 4.3, 18.7
- c1ccc(CSc2cc3ccccc3[nH]2)cc1
    19.2, 20.3, 3.5, 10.6, 0.965, 15.3, 0.965, 3.5, -8.9
- CCCc1cc(=O)oc2c3c(c(Cl)cc12)OCN(CCCO)C3
    3.7, 5.9, -0.8, 1.0, 1.01, /, 0.999, 0.1, 4.6
- CN(c1ccc(C(=O)NCCSCc2c(F)cccc2Cl)cc1)S(C)(=O)=O
    -5.4, 6.1, 9.5, 2.3, 0.905, -3.7, 1.02, -1.6, 6.5
- Cc1nc2sc3c(NCc4ccco4)ncnc3c2c2c1COC(C)(C)C2
    33.2, -68.7, -2.0, 35.8, 1.02, -7.7, 1.11, -10.6, 2.5
- O=C(NCCc1ccccc1)C1CCCN(S(=O)(=O)c2cccc3nonc23)C1 (centres undefined)
    -19.9, 23.6, -3.6, -6.6, 1.04, -0.7, 1.02, -2.2, 8.6
- Nc1n[nH]c(-c2cccc([N+](=O)[O-])c2)n1
    -9.6, 10.9, -5.3, -6.3, 1.05, 31.0, 0.968, 3.2, 1.6
- c1ccc(-c2cnc(CSc3ncnc4sccc34)o2)cc1
    -0.2, 42.6, -7.6, 24.3, 1.08, -5.6, 1.09, -8.8, 13.6
- Cc1nc2cc(NS(=O)(=O)c3cccc(F)c3)ccc2s1
    2.6, 13.5, 2.3, 3.4, 0.977, -1.5, 0.867, 13.3, -13.2
- Cc1ccsc1/C=C1\CCc2ccccc2C1=O
    34.4, 35.3, 6.1, 18.9, 0.939, 45.6*, 0.943, 5.7, 23.5
- FC(F)(F)c1ccccc1NC(=S)N1CCc2ccccc2C1
    7.3, 1.3, -3.5, 16.1, 1.03, -3.6, 0.948, 5.2, 2.5
- COc1ccc(/C=N/NC(=O)CN(c2ccc(OC)cc2)S(=O)(=O)c2ccccc2)cc1
    9.5, -5.7, -12.4, 29.6, 1.12, -25.9, 1.18, -17.9, 12.0
- C=CCN1C(=O)NC2(CCCCC2)C1=O
    -8.2, 11.4, -8.9, -2.1, 1.09, 8.0, 1.12, -12.0, 9.2
- Cc1ccccc1C(=O)Nc1cccc(C#N)c1
    6.3, 7.7, 5.2, 5.6, 0.948, -0.6, 1.06, -5.6, 0.0
- O=C(NN1C(=O)C2C3c4ccccc4C(c4ccccc43)C2C1=O)C1CC1 (centres undefined)
    6.1, 8.4, 2.0, -2.9, 0.98, -8.2, 0.963, 3.7, -3.5
- O=S(=O)(Nc1ccc(S(=O)(=O)Nc2nccs2)cc1)c1ccc2c(c1)OCCO2
    6.1, -0.4, 4.2, 17.7, 0.958, -17.3, 0.997, 0.3, -8.4
- Cc1nc(NC(=O)c2cncc(Br)c2)ccc1Br
    -12.4, 33.2, -0.4, -6.0, 1, 5.0, 0.899, 10.1, -4.2
- O=C(c1ccc(Cl)c(Cl)c1)N1CCC(=O)N(C(COCc2ccccc2)Cc2ccccc2)CC1 (centres undefined)
    21.0, 13.9, -2.8, 39.9, 1.03, 2.1, 0.975, 2.5, 22.0
- Cc1[nH]n(-c2ccccc2)c(=O)c1/C=N/N1CCOCC1
    -6.3, -1.8, 4.9, -20.9, 0.951, -0.7, 1.03, -3.2, 25.8
- CCCn1c2ccc(/C(C)=N\O)cc2c2cc(/C(C)=N/O)ccc21
    -2.0, 27.2, -11.4, 15.7, 1.11, -8.6, 1.11, -10.8, 8.7
- COC(=O)c1cccc(C(=O)N2CCC(CCC(=O)NCc3ccc(F)cc3)CC2)c1
    -2.4, -0.3, -1.8, -0.7, 1.02, -0.1, 1.28, -27.7, 3.8
- Cc1ccc(-c2cc(N)n(-c3ccccc3)n2)cc1
    6.8, 46.3, 0.9, 1.0, 0.991, 7.0, 0.988, 1.2, 5.4
- O=C(Nc1cccc([N+](=O)[O-])c1)c1cc(S(=O)(=O)Nc2ccccn2)ccc1Cl
    12.2, -0.8, 11.9, 9.6, 0.881, -9.0, 1.05, -5.0, -0.4
- Cc1nn(CC(=O)N2CC(=O)Nc3ccccc32)c(C)c1[N+](=O)[O-]
    -3.2, 12.5, -5.7, 8.2, 1.06, -6.5, 1.15, -15.2, 2.0
- COc1ccc(C2CCCN2C(=O)Nc2ccc(Cl)cc2)cc1OC (centres undefined)
    -12.1, 25.1, -59.8, 27.2, 1.6, -11.4, 0.983, 1.7, 11.9
- Cc1cc(C)c(C)c(S(=O)(=O)N2CCC(C(=O)NC3=NCCS3)CC2)c1C
    -3.5, 5.5, 1.1, -2.1, 0.989, -11.9, 1.02, -2.1, 18.2
- COc1ccccc1NC(=O)CNC(=O)Cn1cnc2sc(C)c(C)c2c1=O
    -3.5, -4.0, 6.6, 1.9, 0.934, -2.4, 0.971, 2.9, 1.1
- CC1CCCN(C2(O)C(=O)Nc3ccc(Br)cc32)C1 (centres undefined)
    20.4, 13.8, 7.6, 36.7, 0.924, -10.2, 1.07, -6.7, 2.8
- O=C(CN1C(=O)c2ccccc2S1(=O)=O)NC1CCCCCC1
    1.7, 16.3, -7.5, -22.3, 1.07, -4.2, 0.961, 3.9, 6.9
- CCOc1ncccc1C(=O)OCCN1C(=O)c2ccccc2C1=O
    9.5, 6.4, 0.0, 17.5, 1, 3.7, 1.05, -4.6, -3.3
- CCOC(=O)C1=CN(Cc2ccco2)S(=O)(=O)N(CC)C1c1cccc(OC)c1 (centres undefined)
    1.8, /, 2.2, 28.0, 0.947, 9.6, /, /, 25.0
- O=c1c2ccccc2[nH]c(=S)n1Cc1ccc2c(c1)OCO2
    -0.9, -0.4, 10.9, 7.0, 0.891, 2.6, 0.922, 7.8, -17.5
- O=S(=O)(NCC(c1ccco1)N1CCN(c2ccccc2F)CC1)c1ccc(F)cc1 (centres undefined)
    19.8, 13.3, 2.4, 18.6, 0.976, 3.2, 1.01, -1.0, 10.7
- CC(NC1CCCC1)c1ccccc1 (centres undefined)
    1.6, 12.5, 11.8, 4.2, 0.882, 11.2, 1.15, -14.6, 0.1
- CC(=O)c1ccc(OCCn2cnc3ccccc32)cc1
    -14.4, 4.0, 5.9, 8.5, 0.941, -3.0, 0.983, 1.7, 2.4
- Cc1cccc(-c2noc(CCCC(=O)Nc3ccc(C(N)=O)cc3)n2)c1
    4.5, 5.7, 4.2, 5.0, 0.958, -5.8, 1.02, -2.3, -14.3
- COCCCNC(=S)N(CCN(C)C)Cc1cc2cc3c(cc2[nH]c1=O)OCCO3
    1.3, 6.5, -3.3, 4.7, 1.03, 0.2, 1.01, -0.6, -11.9
- CC(C)c1ccc(S(=O)(=O)N2CCN(C(=O)CN3C(=O)NC(C)(c4ccccc4)C3=O)CC2)cc1 (centres undefined)
    -0.4, 12.2, -4.6, -4.9, 1.05, -13.8, 0.936, 6.4, 11.6
- Cc1cccc(C)c1NC(=O)N1C2CCCC1CC(NC(=O)C(C)(C)C)C2 (centres undefined)
    13.5, -1.6, 5.8, 14.3, 0.942, -9.9, 0.871, 12.8, 0.9
- CCN1CCN(CC(=O)Nc2ccc(Cl)c(Cl)c2)C(=O)C1=O
    5.7, 13.2, 5.9, 9.3, 0.941, -2.0, 0.999, 0.1, -3.9
- COc1ccccc1CNC(=O)COC(=O)c1cccc(-n2cnnn2)c1
    0.4, -0.3, -3.1, -3.6, 1.03, 2.7, 0.917, 8.3, -0.9
- O=C(c1ccc(F)cc1)N1CCC(C(=O)N2CCN(S(=O)(=O)c3cccc(Cl)c3)CC2)CC1
    1.4, 4.3, -9.2, -20.6, 1.09, -6.9, 1.02, -1.6, 11.0
- CN(C1CCCCC1)S(=O)(=O)c1cccc(C(=O)OCC(=O)NC2CCCc3ccccc32)c1 (centres undefined)
    21.8, 16.4, 2.7, 30.5, 0.973, 9.9, 1.23, -22.5, 8.5
- CC(=O)N1N=C(c2ccc3nccnc3c2)CC1c1ccccc1 (centres undefined)
    2.8, 8.5, -0.7, 20.0, 1.01, -5.8, 0.997, 0.3, -0.9
- CCOc1ccc(-c2ccc(SCC)nn2)cc1
    -30.4, 49.1, -3.3, -7.8, 1.03, -3.0, 0.982, 1.8, 5.3
- COc1ccc(N=C2S/C(=C\c3ccc(C)s3)C(=O)N2CC(C)C)cc1
    -2.6, 13.1, 3.0, 11.7, 0.97, 6.0, 0.722, 27.8, 16.9

Just Apaf-1 inh (2 entries from above):
SMILES | Apaf-1 inh
O=C(c1ccc(F)cc1)N1CCC(C(=O)N2CCN(S(=O)(=O)c3cccc(Cl)c3)CC2)CC1 | 11.0
CN(C1CCCCC1)S(=O)(=O)c1cccc(C(=O)OCC(=O)NC2CCCc3ccccc32)c1 (centres undefined) | 8.5

Bioassay records: PubChem, Sanford-Burnham Center for Chemical Genomics
